# D2 PAM: positive allosteric modulators of human D2 dopamine receptor | 0.34% of 340,000 active | P14416 | HEK293 T-REx D2, calcium flux, EC20 dopamine potentiation | potentiation, % at 10 µM;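 active means potentiation over 3 SD above the plate norm, cut at about 30% in these data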; further: 0% is about no effect
# Target sequence (P14416 whole entry, looked up): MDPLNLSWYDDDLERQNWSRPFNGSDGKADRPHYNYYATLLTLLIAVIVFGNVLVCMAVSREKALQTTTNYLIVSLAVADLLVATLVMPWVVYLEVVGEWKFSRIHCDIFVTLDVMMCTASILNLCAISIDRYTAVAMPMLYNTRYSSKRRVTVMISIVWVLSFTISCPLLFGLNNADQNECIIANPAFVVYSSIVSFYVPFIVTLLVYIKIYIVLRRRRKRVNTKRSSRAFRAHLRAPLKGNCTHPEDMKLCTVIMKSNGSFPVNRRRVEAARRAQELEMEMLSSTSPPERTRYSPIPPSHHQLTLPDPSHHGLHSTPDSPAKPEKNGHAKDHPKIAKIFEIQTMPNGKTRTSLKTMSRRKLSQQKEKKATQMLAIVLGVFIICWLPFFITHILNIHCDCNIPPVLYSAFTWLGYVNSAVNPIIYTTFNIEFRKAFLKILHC
#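 Tetracycline-induced Hek293 Trex D2 cells, force-coupled to calcium, loaded with no-wash calcium dye. Compound added with 180 s kinetic read for agonism, then EC20 dopamine and a further 180 s read for potentiation.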
# D1 ag: activates the human D1 dopamine receptor; activation, % at 2 µM; P21728; 1% of 360,000 active; HEK293 T-REx D1 cells, calcium flux, agonist mode; in the data active means activation above about 30%; further: 0% is about no effect
# Target sequence (P21728 whole entry, looked up): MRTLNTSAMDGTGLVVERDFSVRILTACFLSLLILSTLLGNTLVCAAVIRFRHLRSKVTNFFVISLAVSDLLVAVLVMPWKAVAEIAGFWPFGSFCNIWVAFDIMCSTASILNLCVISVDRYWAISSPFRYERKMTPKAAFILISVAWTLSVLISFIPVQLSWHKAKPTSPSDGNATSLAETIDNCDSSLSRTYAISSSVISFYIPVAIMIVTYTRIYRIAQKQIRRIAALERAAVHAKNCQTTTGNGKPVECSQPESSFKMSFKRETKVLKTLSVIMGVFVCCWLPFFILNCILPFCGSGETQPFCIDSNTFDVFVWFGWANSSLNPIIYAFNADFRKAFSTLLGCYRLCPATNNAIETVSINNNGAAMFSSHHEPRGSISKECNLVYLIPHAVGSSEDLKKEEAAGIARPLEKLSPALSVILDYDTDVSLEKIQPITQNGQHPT
#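 Agonism was scored from calcium flux recorded over 180 s (1 read/s) after pintool compound addition, following a 10-cycle baseline. Cells were inducible force-coupled HEK293 TREx D1, plated overnight at 30 C and loaded with no-wash calcium dye.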
# Apoferritin bind: candidate novel general anesthetic via apoferritin binding | P02791 | apoferritin/1-aminoanthracene competitive binding, fluorescence | Potency, µM (top dose mostly 77.5 µM), for the others: at the highest dose activity change, negative = displacement, actives largely listed as inhibitors | 0.074% of 350,000 active; further: potency means the concentration at half of the fitted maximal effect; on the % scale 0 is the no-effect control and ±100 the full control effect; nearly all actives have a fitted effect of over 20% in size
# Target sequence (P02791 2-175 limits assumed): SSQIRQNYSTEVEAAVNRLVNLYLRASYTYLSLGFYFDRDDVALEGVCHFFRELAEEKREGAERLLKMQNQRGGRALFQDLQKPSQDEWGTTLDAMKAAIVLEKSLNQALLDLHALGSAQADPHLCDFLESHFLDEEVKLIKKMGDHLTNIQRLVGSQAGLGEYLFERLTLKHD
#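 Concentration-response curves derived by four-parameter Hill fitting of normalized fluorescence, where compounds displaced 1-AMA from 10 uM horse apoferritin following a brief 10 min room-temperature incubation; propofol titration acted as positive control.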
# TRHR enhancer: TRH receptor (human) allosteric enhancement. TRHR cells, fluo-8 calcium fluorescence, EC20 TRH enhancement. 0.66% of 360,000 active. enhancement, % at 2 µM; in the data active means enhancement above about 30%; further: 0% is about no effect
#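 TRHR-expressing cells loaded with fluo-8 calcium dye were read kinetically (ex 480/em 530) during compound addition, then stimulated with an EC20 of TRH (10 nM final). Enhancement of the Gq-mediated intracellular calcium response was scored.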
# RXFP1 antagonist: blocks the human relaxin receptor RXFP1; 0.59% of 350,000 active; HEK293-RXFP1, relaxin-stimulated cAMP HTRF, 30 min; active compounds read low; activity change, negative = inhibition, % at 57.5 µM; Q9HBX9;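 active means activity change of -60% or lower, but not beyond a set lower limit; inconclusive means change between -60% and -40%, or beyond the set limit; inactive means change above -40%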; further: on the % scale 0 is the no-effect control and ±100 the full control effect
# RXFP1 agonist: activates the human relaxin receptor RXFP1; Potency, µM (titrated, usually from 57.5 µM), without a hit: at the highest dose activation, usual class: activators; Q9HBX9; AID 2676; 0.3% of 370,000 active; HEK293T-RXFP1 cAMP TR-FRET, 30 min; response scale: percent of porcine relaxin response, buffer zero; further: potency means the concentration at half of the fitted maximal effect; on the % scale 0 is the no-effect control and ±100 the full control effect; nearly all actives have a fitted effect of over 60% in size; many of its hits are not listed in these tables
#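 cAMP rise read by TR-FRET after 30 min, 37C compound exposure (up to 58 uM) in RXFP1-transfected HEK293 cells with Ro 20174 present. EC50 from Hill-equation fits, with 29 nM porcine relaxin as 100% and buffer as basal.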
# D1 antag: blocks dopamine activation of the human D1 receptor. HEK293 TREx D1 cells, calcium flux, dopamine EC80; active compounds read low. activity change, negative = inhibition, % at 10 µM. 3.2% of 360,000 active; in the data active means activity change below about -30%; further: on the % scale 0 is the no-effect control and ±100 the full control effect
#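 Calcium flux readout: force-coupled, inducible Hek293 Trex D1 line, cells induced overnight at 30 C with tetracycline, dye-loaded 30–90 min at RT. Antagonism scored against EC80 dopamine challenge given 180 s after compound.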
# TRHR agonist: agonists of human TRH receptor. AID 493084. TRHR cells, calcium flux fluo-8, FDSS agonist mode. 0.18% of 360,000 active. activation, % at 2 µM; in the data active means activation above about 30%; further: 0% is about no effect
#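 Steps: seed TRHR cells overnight; add fluo-8 no-wash Ca dye, RT 30 min–1.5 h; record 10 s baseline; pin-transfer compounds; monitor fluorescence 1 cycle/s for the agonist window. Calcium increases flag candidate agonists.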
# D1 PAM: potentiators of human D1 dopamine receptor | P21728 | HEK293 TREx D1 cells, calcium flux, dopamine EC20 potentiation | potentiation, % at 10 µM | 0.036% of 360,000 active; in the data active means potentiation above about 30%; further: 0% is about no effect
# The depositor's hits bear a star; ? = inconclusive; · = not tested or not shown; [ ] = dose if it differs, or a comment. Unless noted, the call rests on the fitted dose curve; in most records, active means well fitted curve in the direction sought with a large enough effect; inconclusive means small, poorly fitted or top-dose-only effect, or another doubt; inactive means no such curve, though single readings can be large; an effect the other way counts as inactive or inconclusive.
entry	structure	D2 PAM	D1 ag	Apoferritin bind	TRHR enhancer	RXFP1 antagonist	RXFP1 agonist	D1 antag	TRHR agonist	D1 PAM
1	O/N=C/c1ccc2cccc(O)c2n1	·	0	-5%	0	-1	3.4%	8	0.0	-1
2	CCOC(=O)c1oc2ccc(S(=O)(=O)n3nc(-c4ccc(Br)cc4)cc3N)cc2c1C	12	2	-5%	10	-2	0.8%	1	0.6	0
3	Nc1nc2ccccc2n1/N=C/c1ccc2c(c1)OCO2	11	1	0%	2	-7	0.5%	14	0.3	-8
4	COc1ccc(Nc2nc(NC(C)(C)C)nc(N3CCOCC3)n2)c(OC)c1	8	4	-12%	-2	-5	0.0%	13	-0.3	-1
5	Cc1cccc(NC(=O)c2nc[nH]c2C(=O)NCc2ccccc2)c1	-11	-1	·	-2	·	-0.5%	·	0.6	-2
6	COC(=O)C1=C(C)N(C)C(C)=C(C(=O)OC)C1c1cccc(Br)c1	0	5	90%[activator]	0	-14	1.8%	-3	-1.0	-3
7	Cc1cc(Sc2nc(N)ncc2[N+](=O)[O-])ncn1	-3	-2	-7%	3	-27	5.9%	31	1.0	-3
8	Cc1cc(C(=O)N2CCN(Cc3ccccc3)CC2)on1	19	2	0%	3	·	1.6%	4	0.5	2
9	CCOc1ccc(OCc2ccc(C(=O)O)o2)cc1	3	1	-11%	4	3	-0.4%	3	0.4	-4
10	Cc1cc(N2CCCC2)c(F)cc1/C=C\[N+](=O)[O-]	6	400*	-9%	1	-23	2.9%	15	-0.5	23
11	CCn1cc(Br)c(C(=O)Nc2ccc(C(=O)OC(C)C)cc2)n1	-7	5	-19%	-4	·	1.0%	-7	0.7	-3
12	CC(C)c1ccc(NC(=O)c2n[nH]c(=O)c3ccccc23)cc1	10	0	4%	-5	-1	-0.7%	-8	0.8	-3
13	CCN1CCN(CCOc2ccc(Cl)cc2)CC1	9	12	1%	15	11	0.3%	-1	0.3	-5
14	Nn1c(COc2ccccc2F)nnc1SCC(=O)NC1CCS(=O)(=O)C1 (stereo not drawn)	-7	4	·	5	-3	0.2%	-1	0.0	-3
15	COc1cccc(N2CCN(Cc3ccsc3)CC2)c1	-23	0	-3%	-5	2	-0.2%	16	-0.5	-7
16	COC(=O)c1ccccc1CC1SC(N)=NC1=O (stereo not drawn)	1	1	6%	2	-3	-2.9%	3	0.5	3
17	CN(C)Cc1c(O)ccc2c(=O)c(-c3ccccc3Cl)coc12	-7	3	76%[activator]	-3	-1	7.4%	-3	0.2	-4
18	Cc1nc(N2CCCCC2)c2ccsc2n1	1	6	-11%	-4	-10	1.9%	-1	-0.2	11
19	Cc1nc2cccnc2n1C1CCN(C(=O)Nc2ccc(Cl)cc2)CC1	-4	4	-10%	-2	-16	1.7%	-14	0.5	0
20	O=C(N/N=C/c1ccc([N+](=O)[O-])cc1)c1cc(C2CC2)nc2ccccc12	-6	5	-18%	1	-2	0.3%	-28	-0.7	-10
21	COC(=O)c1ccc(CSc2nnc(NC(=O)C3CCCO3)s2)cc1 (stereo not drawn)	0	1	-10%	3	-30	0.4%	-7	0.5	-2
22	Cc1ccc(C)n1-c1ccc(C(=O)N2CCC(C(N)=O)CC2)cc1	1	7	-6%	0	-10	1.7%	-2	0.7	-10
23	COC(=O)c1cn(C(=O)c2ccco2)c2ccccc12	1	0	-19%	-15	-4	-1.0%	-14	-0.7	-1
24	O=C(COc1ccccc1Cl)Nc1cc(Cl)ccc1Oc1ccccc1	-8	6	-6%	4	-21	-0.2%	1	1.7	5

# Retrieved by compound from the list above:
entry	structure	D2 PAM	D1 ag	Apoferritin bind	TRHR enhancer	RXFP1 antagonist	RXFP1 agonist	D1 antag	TRHR agonist	D1 PAM
19	Cc1nc2cccnc2n1C1CCN(C(=O)Nc2ccc(Cl)cc2)CC1	-4	4	-10%	-2	-16	1.7%	-14	0.5	0
23	COC(=O)c1cn(C(=O)c2ccco2)c2ccccc12	1	0	-19%	-15	-4	-1.0%	-14	-0.7	-1
22	Cc1ccc(C)n1-c1ccc(C(=O)N2CCC(C(N)=O)CC2)cc1	1	7	-6%	0	-10	1.7%	-2	0.7	-10
20	O=C(N/N=C/c1ccc([N+](=O)[O-])cc1)c1cc(C2CC2)nc2ccccc12	-6	5	-18%	1	-2	0.3%	-28	-0.7	-10
24	O=C(COc1ccccc1Cl)Nc1cc(Cl)ccc1Oc1ccccc1	-8	6	-6%	4	-21	-0.2%	1	1.7	5
18	Cc1nc(N2CCCCC2)c2ccsc2n1	1	6	-11%	-4	-10	1.9%	-1	-0.2	11

# More structures
entry	structure	D2 PAM	D1 ag	Apoferritin bind	TRHR enhancer	RXFP1 antagonist	RXFP1 agonist	D1 antag	TRHR agonist	D1 PAM
25	COCC(C)NS(=O)(=O)c1ccc(N2CCCCS2(=O)=O)cc1 (stereo not drawn)	-1	3	46%[activator]	7	-3	1.4%	-32*	0.6	0
26	CC(=O)Nc1c(C(=O)O)oc2ccccc12	-10	0	-10%	-3	7	-1.8%	-1	0.5	0
27	Cn1c(=O)n(-c2cccc(Cl)c2)c(=O)c2sc3ccccc3c21	0	1	-12%	7	·	?	-10	0.1	0
28	CC1=C(C(=O)OC(C)C)C(c2ccsc2)NC(=O)N1C (stereo not drawn)	7	3	2%	-3	19	0.8%	-5	-0.5	-4
29	NC(N)=NCCCC(NC(=O)c1ccccc1)C(=O)Nc1ccc2ccccc2c1 (stereo not drawn)	-16	-1	·	5	·	-0.8%	-4	0.1	-3
30	COc1ccccc1C(CNC(=O)c1cc(C)nc2ccccc12)N(C)C (stereo not drawn)	8	0	-4%	11	1	-0.3%	6	0.4	-6
31	CN(CC(=O)Nc1ccccc1Br)Cc1nc2ccccc2c(=O)[nH]1	2	0	-7%	-1	4	0.0%	8	0.0	-5
32	Cc1cc(=O)oc2cc(NC(=O)C3COc4ccccc4O3)ccc12 (stereo not drawn)	-12	2	?	-1	-28	10%	1	-0.6	4

# 2 entries from above, field by field.
[26] CC(=O)Nc1c(C(=O)O)oc2ccccc12
  D2 PAM = -10
  D1 ag = 0
  Apoferritin bind = -10%
  TRHR enhancer = -3
  RXFP1 antagonist = 7
  RXFP1 agonist = -1.8%
  D1 antag = -1
  TRHR agonist = 0.5
  D1 PAM = 0
[28] CC1=C(C(=O)OC(C)C)C(c2ccsc2)NC(=O)N1C (stereo not drawn)
  D2 PAM = 7
  D1 ag = 3
  Apoferritin bind = 2%
  TRHR enhancer = -3
  RXFP1 antagonist = 19
  RXFP1 agonist = 0.8%
  D1 antag = -5
  TRHR agonist = -0.5
  D1 PAM = -4

# The listing picks up, repeating the 4 entries before the break.
entry	structure	D2 PAM	D1 ag	Apoferritin bind	TRHR enhancer	RXFP1 antagonist	RXFP1 agonist	D1 antag	TRHR agonist	D1 PAM
29	NC(N)=NCCCC(NC(=O)c1ccccc1)C(=O)Nc1ccc2ccccc2c1 (stereo not drawn)	-16	-1	·	5	·	-0.8%	-4	0.1	-3
30	COc1ccccc1C(CNC(=O)c1cc(C)nc2ccccc12)N(C)C (stereo not drawn)	8	0	-4%	11	1	-0.3%	6	0.4	-6
31	CN(CC(=O)Nc1ccccc1Br)Cc1nc2ccccc2c(=O)[nH]1	2	0	-7%	-1	4	0.0%	8	0.0	-5
32	Cc1cc(=O)oc2cc(NC(=O)C3COc4ccccc4O3)ccc12 (stereo not drawn)	-12	2	?	-1	-28	10%	1	-0.6	4
33	CCC(C)n1c(-c2cccs2)nc2nc3ccccc3nc21 (stereo not drawn)	0	1	-5%	-2	-1	0.4%	30	0.0	6
34	O=C1CC(c2ccc(F)c(Br)c2)C2=C(CCCC2=O)N1 (stereo not drawn)	14	0	8%	-2	6	-0.2%	-10	1.1	2
35	O=C(Nc1ccccc1O)c1nc(Cl)ccc1Cl	-4	6	-8%	-2	19	-0.8%	-5	-0.6	-1
36	O=C(CSc1nc(-c2ccccc2)nc2c1CCCC2)N1CCOCC1	·	3	12%	22	0	15%	-1	0.0	3
37	CCC(c1nnc(SCC(=O)N2CCOCC2)n1C1CCCCC1)N(C)C (stereo not drawn)	-2	2	7%	-2	-1	-1.2%	4	0.0	-2
38	CCOC(=O)/C=C/C(=O)NNC(=O)c1ccccc1Cl	·	1	-5%	1	-5	-1.7%	-12	0.2	-1
39	N#C/C(=C\c1ccc(Sc2nc3ccccc3[nH]2)o1)c1ccccc1	1	14	5%	-7	-10	-0.1%	-34*	0.1	-7
40	NC(=O)NC(c1ccc(Cl)cc1)c1ccccc1Cl (stereo not drawn)	5	2	-4%	-2	-12	-0.2%	0	0.2	-1
41	CCCOc1cc(C)c(S(=O)(=O)NCCOC)cc1C	-17	2	-4%	5	-22	-0.3%	-28	0.8	2
42	CN(CCC#N)C(=O)COC(=O)/C=C/c1ccc2c(c1)OCO2	·	2	-3%	2	-25	-1.5%	-13	0.5	-4
43	N#Cc1ccc(CSc2nc(N)cc(=O)[nH]2)cc1	2	16	-10%	2	13	-2.6%	1	0.2	-2
44	O=c1c2cccc(Cl)c2nc2n1Cc1ccccc1-2	-2	2	1%	-6	-29	0.6%	1	0.4	-2
45	O=C(NC1CCCCCCC1)c1ccco1	-6	3	?	1	-1	1.9%	-31*	0.1	-5
46	O=C(c1ccc(N2CCOCC2)c([N+](=O)[O-])c1)N1CCCCC1	-18	6	-11%	0	8	-0.4%	-10	-0.2	-5
47	CCOC(=O)c1cnn(-c2cc(C)nc3c(-c4ccccc4)c(C)nn23)c1N	-12	3	1%	1	-6	0.2%	-3	0.9	-1
48	Cc1ccc2c(COC(=O)C3=COCCO3)cc(=O)oc2c1	-7	6	-7%	1	-22	0.5%	-28	0.7	-8
49	CCc1ccc2c(CSc3nnnn3C)cc(=O)oc2c1	19	3	-6%	-8	-1	3.7%	5	-1.3	-3
50	CCOc1ccc(N2C(=O)CS/C2=N/NC(=O)COc2ccc3ccccc3c2)cc1	-8	2	?	-3	-7	0.6%	4	0.0	-4
51	Cc1cccc(N2C(=O)C3C(c4ccccc4)OC4(C(=O)c5ccccc5C4=O)C3C2=O)c1 (stereo not drawn)	2	0	-13%	-4	10	2.1%	23	-0.8	-6
52	O=C(COc1ccc([N+](=O)[O-])cc1)Nc1ccc(C(=O)Nc2ccccc2C(=O)O)cc1	7	1	-2%	10	-3	0.2%	-6	-1.3	-2
53	CCOC(=O)c1c(N)nn(C(=O)C(C)(C)C)c1-c1ccccc1	-8	4	-12%	-7	-4	0.5%	-26	0.2	-5
54	Cc1cccc(NS(=O)(=O)c2ccc3c(c2)NC(=O)CC(=O)N3)c1	17	0	-1%	5	5	0.1%	3	0.3	-1
55	O=C(N/N=C/c1cccnc1)c1ccccc1OCc1ccc(Cl)cc1	·	0	?	3	·	2.8%	2	-0.2	-3

# Source: PubChem BioAssay

# These rows are one share of the data; rates above refer to the full screens.
